POLK inh: qHTS for Inhibitors of Polymerase Kappa | AID 588579, 2011 | purified Pol kappa, fluorescent DNA synthesis assay, 10 min | Potency, µM (titrated, usually from 107 µM), for the others: top-dose activity, negative = inhibition, usual class: inhibitors | actives 0.53% (n = 400,000); further: on the % scale 0 is the no-effect control and ±100 the full control effect
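First, compounds were pin-transferred onto 10 nM Pol kappa. After 15 min at room temperature, substrate was added to 50 nM final. Fluorescence was then measured kinetically at 0 and 10 min.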
Pol iota inh: qHTS for Inhibitors of Polymerase Iota. Pol iota fluorescent replication assay, 10 min. Potency, µM (series often up to 115 µM), for the others: at the highest dose activity, negative = inhibition, most hits filed as inhibitors. actives 1% (n = 390,000). AID 588590, 2011
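Fluorescent replication assay read twice, at 0 min and 10 min after adding 50 nM (final) substrate. Enzyme (10 nM) and compounds were first incubated 15 min at room temperature; enzyme-free buffer wells were negative controls.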
JMJD2A Tudor: qHTS Assay for Inhibitors of JMJD2A-Tudor Domain | Lysine-specific demethylase 4A (Homo sapiens), O75164 | AlphaScreen JMJD2A-Tudor / H3K4me3 peptide binding | Potency, µM (titrated, usually from 114 µM), without a hit: at the top dose activity change, negative = inhibition, usual class: inhibitors | actives 4.4% (n = 390,000) | AID 504339, 2011; further: on the % scale 0 is the no-effect control and ±100 the full control effect; nearly all actives have a fitted effect of over 50% in size
G9a block: qHTS Assay for Inhibitors of Histone Lysine Methyltransferase G9a; Histone-lysine N-methyltransferase EHMT2 (Homo sapiens), Q96KQ7; G9a H3K9 monomethylation, AlphaScreen, 2 h; Potency, µM (titrated, usually from 102 µM), without a hit: top-dose activity, negative = inhibition, usual class: inhibitors; actives 8.8% (n = 350,000); AID 504332, 2011; further: on the % scale 0 is the no-effect control and ±100 the full control effect; nearly all actives have a fitted effect of over 75% in size
Target sequence (Q96KQ7 913-1193 limits assumed): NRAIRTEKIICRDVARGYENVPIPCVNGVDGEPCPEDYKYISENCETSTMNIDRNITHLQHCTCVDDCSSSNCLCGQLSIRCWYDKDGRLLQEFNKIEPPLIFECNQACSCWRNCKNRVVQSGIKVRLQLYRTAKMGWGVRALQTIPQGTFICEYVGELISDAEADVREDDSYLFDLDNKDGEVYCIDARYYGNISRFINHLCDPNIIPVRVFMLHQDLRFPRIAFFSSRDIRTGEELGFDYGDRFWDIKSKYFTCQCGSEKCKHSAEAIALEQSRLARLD
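Using a bead-based AlphaScreen, monomethylated H3K9 product from 2 h room-temperature reactions (G9a 20 nM, peptide 500 nM, SAM 20 uM) was detected with 0.5 ug/mL rabbit anti-H3K9me1 antibody.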
APEX1 inh: qHTS Assay for Inhibitors of the Human Apurinic/apyrimidinic Endonuclease 1 (APE1). recombinant APE1, TAMRA/BHQ-2 abasic DNA cleavage fluorescence. Potency, µM (titrated, usually from 65.8 µM), without a hit: top-dose activity change, negative = inhibition, actives largely listed as inhibitors. actives 0.35% (n = 350,000). DNA repair nuclease/redox regulator APEX1 (Homo sapiens), P27695. AID 2517, 2012;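 further: plate controls were vehicle for no effect and reference inhibitor for full effect; nearly all actives have a fitted effect of over 55% in size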
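Measures dequenching upon AP-site incision of a 5'-TAMRA/3'-BHQ-2 THF-containing duplex, 50 nM; human APE1 0.75 nM after 15 min room-temperature exposure to compound; kinetic three-point read at one-minute spacing.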
BLM helicase inh: qHTS Assay for Inhibitors of Bloom's syndrome helicase (BLM); RecQ-like DNA helicase BLM (Homo sapiens), P54132; recombinant BLM DNA unwinding, fluorescence dequenching; Potency, µM (top dose mostly 56.1 µM), without a hit: at the highest dose activity change, negative = inhibition, most hits filed as inhibitors; actives 0.2% (n = 350,000);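 further: plate controls were vehicle for no effect and no enzyme for full effect; nearly all actives have a fitted effect of over 35% in size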
BAZ2B block: qHTS Assay for Inhibitors of BAZ2B. actives 4.4% (n = 360,000). Potency, µM (series often up to 114 µM), without a hit: at the highest dose activity change, negative = inhibition, most hits filed as inhibitors. Bromodomain adjacent to zinc finger domain protein 2B (Homo sapiens), Q9UIF8. AlphaScreen BAZ2B-H3K14Ac peptide displacement. AID 504333, 2011; further: on the % scale 0 is the no-effect control and ±100 the full control effect; nearly all actives have a fitted effect of over 60% in size
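In this displacement format the biotinylated H3(5-23) peptide acetylated at Lys14 serves as ligand at 50 nM, with BAZ2B at 50 nM in PBS pH 7.4 containing 0.01% Tween-20. Donor and acceptor beads are 10 ug/mL final.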
Pol beta inh: qHTS Assay for Inhibitors of DNA Polymerase Beta; Pol beta primer extension/strand displacement, fluorescence kinetic; Potency, µM (highest dose often 114 µM), for inactives: at the top dose activity change, negative = inhibition, most hits filed as inhibitors; actives 1.3% (n = 340,000); further: on the % scale 0 is the no-effect control and ±100 the full control effect
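Pol beta (10 nM) and compounds were preincubated 15 min at room temperature, then 50 nM substrate (final) started primer extension/strand displacement. Reads were taken at 0 and 10 min; concentration-response data were fitted to a four-parameter Hill equation.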
Pol eta inh: qHTS for Inhibitors of Polymerase Eta | Potency, µM (doses to about 114 µM), for inactives: at the highest dose activity change, negative = inhibition, most hits filed as inhibitors | recombinant Pol eta, fluorescent DNA replication assay | actives 1.2% (n = 390,000); further: on the % scale 0 is the no-effect control and ±100 the full control effect
Target sequence (Q9Y253 whole entry, looked up): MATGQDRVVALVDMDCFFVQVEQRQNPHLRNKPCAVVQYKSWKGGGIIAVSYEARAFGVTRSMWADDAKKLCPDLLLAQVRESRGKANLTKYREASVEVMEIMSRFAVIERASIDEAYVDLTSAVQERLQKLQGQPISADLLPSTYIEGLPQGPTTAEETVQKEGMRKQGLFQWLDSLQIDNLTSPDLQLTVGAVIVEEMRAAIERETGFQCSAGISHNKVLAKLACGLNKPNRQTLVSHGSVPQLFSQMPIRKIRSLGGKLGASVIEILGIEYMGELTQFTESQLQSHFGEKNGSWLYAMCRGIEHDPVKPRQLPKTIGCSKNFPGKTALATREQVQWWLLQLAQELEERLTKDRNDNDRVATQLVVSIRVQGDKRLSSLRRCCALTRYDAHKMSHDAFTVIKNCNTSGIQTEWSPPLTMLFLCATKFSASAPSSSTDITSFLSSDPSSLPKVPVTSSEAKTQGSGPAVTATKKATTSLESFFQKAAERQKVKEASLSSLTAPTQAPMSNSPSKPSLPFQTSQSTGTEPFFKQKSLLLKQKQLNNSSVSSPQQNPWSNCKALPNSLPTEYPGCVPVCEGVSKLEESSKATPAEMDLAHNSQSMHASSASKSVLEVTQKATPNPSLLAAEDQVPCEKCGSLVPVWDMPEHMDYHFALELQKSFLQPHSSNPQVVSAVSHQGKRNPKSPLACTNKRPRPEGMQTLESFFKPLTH
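Fluorescent replication assay: 50 nM final substrate added after a 15 min room-temperature compound preincubation with 10 nM enzyme. Signal taken at 0 min and again at 10 min.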
* hit, by the source's call; i = inactive; ? = inconclusive; nt = not tested or not shown; [ ] = remark or other dose. The call rests on the fitted dose curve; in most records, active means well fitted curve in the direction sought with a large enough effect; inconclusive means small, poorly fitted or top-dose-only effect, or another doubt; inactive means no such curve, though single readings can be large; an effect the other way counts as inactive or inconclusive. Potency means the concentration at half of the fitted maximal effect. An excerpt; the hit share may differ from the screen's.

mol	BLM helicase inh	POLK inh	APEX1 inh	Pol iota inh	G9a block	BAZ2B block	Pol beta inh	Pol eta inh	JMJD2A Tudor
CC(C)c1onc(C(=O)NCCc2ccccc2)c1[N+](=O)[O-]	-6%	-7%	-4%	18%	50µM*	4%	12%	-4%	-16%
CC(C)c1ccc(NC(=O)CN2C(=O)C3(SCC(=O)N3c3ccc(F)cc3)c3ccccc32)cc1 (configuration not stated)	-8%	-6%	nt	4%	-40%[59 µM]	3%[57.1 µM]	-2%	-9%	-31%
O=C(COC(=O)c1ccc(S(=O)(=O)N2CCOCC2)cc1)NC1CCCCCC1	-2%	-8%	-5%	30%	-40%[59 µM]	nt	14%	-3%	-5%
Cc1cc(=O)oc2cc(OCC(=O)OCC(=O)Nc3ccccc3Br)ccc12	1%	-19%	-3%	?	nt	3%	52%	-12%	-11%
CCOc1ccc(/C=N/N2CCN(Cc3ccccc3)CC2)cc1	-1%	-4%	13%	104%[activator]	40µM*	50µM*	27%	-18%	?
CCOC(=O)c1cnc(-c2ccccc2)nc1Oc1cccc(Cl)c1	0%	-6%	3%	28%	106%[activator]	84%[activator]	30%	-3%	49%[activator]
CCN(CC)C(=O)c1[nH]cnc1C(=O)Nc1ccccc1	nt	-23%	4%	8%	-41%[0.501 µM]	7%	nt	-21%	?
Cc1noc(/C=C/NCc2cccnc2)c1S(=O)(=O)N(C)CC(=O)N1CCc2ccccc21	-2%	0%	8%	11%	?	0%	36%	-13%	?
CCN1CCN(C(CNS(=O)(=O)c2ccc(F)cc2)c2cccnc2)CC1 (configuration not stated)	2%	0%	-9%	54%[activator]	nt	-1%	45%	-17%	-6%
COc1ccccc1N1N=C(c2ccc([N+](=O)[O-])cc2)CC1c1ccccc1 (configuration not stated)	-7%	-11%	-3%	11%	22%[0.501 µM]	11µM*	-1%	-4%	32µM*
COc1ccc(-c2csc3nc(-c4ccccc4OC)oc(=O)c23)cc1	-17%	-5%	3%	8%	nt	-6%	-15%	-3%	-6%
COc1ccc(NC(=O)COC(=O)c2ccc3ccccc3n2)cc1	nt	-3%	9%	12%	-3%[59 µM]	4%	nt	-23%	-3%
CCCCN(C)CCNC(=O)c1cc2c(-c3cccc(OC)c3)nn(C)c2s1	98%[activator]	12%	-21%	8%	-14%	0%	?	-3%	-18%
O=c1[nH]c(=S)ccn1C1OC(CO)C(O)C1O (configuration not stated)	nt	-23%	nt	16%	nt	nt	nt	-19%	-24%
O=C(c1cccs1)N1CCN=C1SCc1cccnc1	-4%	-4%	-5%	13%	8%	0%	28%	8%	0%
COC(=O)c1nnn(-c2nc(N3CCOCC3)nc(N3CCOCC3)n2)c1C	-3%	-24%	0%	131%[activator]	-17%	-15%	-7%	1%	-2%
Cc1nnc(SCC(=O)NCCc2ccccc2)s1	1%	0%	-5%	4%	-3%	-3%	84%	-5%	1%
COC(=O)CNC(=O)Cc1c(F)cccc1Cl	-2%	2%	-2%	-12%	10%[12.7 µM]	8%	20%	-6%	-18%
COc1ccc(C(C(C(=O)c2cccs2)N2CCOCC2)N2CCOCC2)cc1OC (configuration not stated)	-8%	-3%	-11%	11%	-31%[12.7 µM]	6%	33%	8%	-27%[57.1 µM]
COc1ccc2c(=O)cc(C(F)(F)C(F)(F)F)oc2c1	-5%	-5%	18%	5%	-35%	-5%	23%	-7%	-29%
O=C(c1ccc(N2CCOCC2)c([N+](=O)[O-])c1)N1CCCCC1	0%	-1%	54%[activator]	40%[activator]	8%	-19%	4%	-14%	-8%
CC(=O)Nc1c(C(=O)O)oc2ccc(Cl)cc12	-2%	-8%	-5%	i	7%[59 µM]	-2%	-8%	3%	?
O=C(Nc1nc2ccccc2[nH]1)c1cccc(Br)c1	-3%	-5%	25%	44%[activator]	2%	-1%	3%	-4%	-1%
CC[C@]12c3[nH]c4cc(CCC(=O)N(C)C)ccc4c3CCN1C(=O)[C@@H](CC(=O)NC(C)(C)C)C[C@@H]2C(=O)N1CCN(C(=O)c2ccco2)CC1	nt	17%	-8%	-10%	nt	nt	nt	-18%	1%
Cc1cccc(NCc2ccccc2O)c1	-14%	-9%	?	11%	-17%[12.7 µM]	-9%	20%	-17%	?
COc1cc2c(cc1OC)CN(Cc1nc3ccsc3c(=O)[nH]1)CC2	?	?	-11%	?	?	40µM*	?	18µM*	?
COc1ccc(C(C(=O)NC2CCCCC2)N(C(=O)CCl)c2ccc(Cl)cc2)cc1 (configuration not stated)	2%	-5%	0%	1%	24%[59 µM]	9%	-2%	7%	-18%
CSc1ncccc1C(=O)Nc1nc2ccc(Oc3ccccc3)cc2s1	-12%	-1%	-8%	14%	-8%[59 µM]	-6%	?	-19%	-4%
Cc1cnc(NC(=O)CN(C)S(=O)(=O)c2ccc(Cl)cc2)s1	-1%	-9%	-2%	8%	-2%	9%	1%	6%	-7%
CCNS(=O)(=O)c1ccc(CCC(=O)O)cc1	1%	2%	-1%	7%	5%	-11%	0%	-12%	-8%
CC1(C)CC(=O)c2sc(NC(=O)c3ccccc3)nc2C1	0%	nt	5%	nt	nt	3%	-3%	nt	nt
O=C(NNC(=O)c1ccc(S(=O)(=O)N2CCCC2)cc1)c1ccc(Br)cc1	nt	-2%	7%	-12%	-31%	7%	nt	-12%	-3%
CCN1CCN(C(=O)N[C@@H](C(=O)N[C@@H]2C(=O)N3[C@@H]2SC(C)(C)[C@@H]3C(=O)O)c2ccccc2)C(=O)C1=O	-5%	nt	-5%	nt	-28%[59 µM]	4%	-2%	nt	nt
CN(CC(=O)OCC(=O)NCC(F)(F)F)S(=O)(=O)c1ccc(Cl)cc1	-1%	4%	1%	-12%	3%	-3%	0%	-16%	10%
O=S1(=O)N=C(N2CCN(c3ccc(F)cc3)CC2)c2ccccc21	0%	-6%	9%	7%[58.9 µM]	3%	6%	3%	-4%	-18%
COc1cc(/C=C2/NC(=O)N(Cc3ccccc3F)C2=O)cc(OC)c1O	-9%	-15%	?	44%[activator]	35µM*	1%	-12%	-13%	-20%
CS(=O)(=O)N(CC(=O)N1CCCCCC1)c1ccccc1	-1%	-7%	7%	6%	11%[59 µM]	-3%	8%	5%	2%
O=C(C[C@@H]1C/C=C\C[C@@H](Cc2ccc(F)cc2)C(=O)OC[C@@H]2CCCN2C1=O)N[C@H](CO)Cc1ccccc1	nt	2%	-12%	27%	nt	nt	nt	-15%	-3%
CC1CCN(CCCNC(=O)c2cc3sccc3n2C)CC1	1%	-5%	17%	11%	?	8%	32%	-10%	-27%
COc1ccc2c(c1)-c1nc(NC(=O)c3ccc(C)cc3)sc1CC2	-11%	-12%	nt	5%	-32%[59 µM]	0%	-27%	-22%	-21%
NC(=O)c1ccc(N2CCCCC2)c(N2C(=O)C3C4C=CC(C4)C3C2=O)c1 (configuration not stated)	-1%	5%	-4%	5%	-7%	-101%	?	?	-1%
CCOC(=O)N1CCN(C(=O)c2ccc(Cn3c(=S)[nH]c4cc5c(cc4c3=O)OCO5)cc2)CC1	-10%	-23%	2%	-6%	7.1µM*	10%	-11%	-7%	?
CN(C)CCCNC(=O)c1cc2sc3ccccc3c2s1	84%[activator]	-2%	11%	55%[activator]	nt	-14%	4%	-10%	-18%
Cc1ccccc1NS(=O)(=O)c1ccc(NC(=O)N2CCCCC2)cc1	-3%	-6%	?	19%	4%	-13%	-4%	-7%	-4%
CN1CCC(N(C)S(=O)(=O)c2ccc(NC(=O)COc3ccc([N+](=O)[O-])cc3)cc2)CC1	nt	-4%	6%	15%	13µM*	?	nt	-27%	-11%

Pol eta inh: hit marks shown above
mol	BLM helicase inh	POLK inh	APEX1 inh	Pol iota inh	G9a block	BAZ2B block	Pol beta inh	Pol eta inh	JMJD2A Tudor
COc1cc2c(cc1OC)CN(Cc1nc3ccsc3c(=O)[nH]1)CC2	?	?	-11%	?	?	40µM*	?	18µM*	?

Next part:
mol	BLM helicase inh	POLK inh	APEX1 inh	Pol iota inh	G9a block	BAZ2B block	Pol beta inh	Pol eta inh	JMJD2A Tudor
Cc1ccc(N/N=C/c2ccncc2)cc1	-4%	-18%	49%	5%	28µM*	?	18%	0%	?
O=C(COC(=O)c1ccc(Br)cc1)NCCC1=CCCCC1	-3%	0%	-11%	35%[activator]	9%	-17%	83%	-21%	1%
CC(C)(C)OC(=O)NCCCC[C@H](NC(=O)c1nc[nH]c1C(=O)NC(c1ccccc1)c1ccccc1)C(=O)OC(C)(C)C	-14%	-21%	-1%	-17%	9%[59 µM]	-22%	-29%	-25%	-35%
CCN1CCCC1CNCc1cccc(OC)c1OCc1ccccc1 (configuration not stated)	-7%	5%	5%	0%	-10%[59 µM]	-30%	-5%	-10%	-12%
Cc1ccc(-c2csc(NC(=S)NC(=O)/C=C/c3ccco3)n2)cc1	-6%	?	-1%	50µM*	13%	?	4%	-3%	-22%
O=C(Nc1ccc(Cl)cc1)Nc1nc(-c2ccccc2)cs1	-2%	-5%	-2%	30%	31%[59 µM]	-7%	9%	-17%	-12%
CCC(=O)N1CCc2cc(S(=O)(=O)NCCC(=O)N3CCN(c4ccccc4)CC3)ccc21	-1%	0%	53%[activator]	8%	13%	?	1%	-8%	-8%
CC1(C)SC(=S)N(NC(=O)Nc2ccccc2)C1N(O)C(=O)Nc1cccc2ccccc12 (configuration not stated)	-11%	-5%	1%	12%	11µM*	?	-22%	-13%	?

Copied from the list.
Reading for CSc1ncccc1C(=O)Nc1nc2ccc(Oc3ccccc3)cc2s1 under BAZ2B block: -6%
Reading for COc1ccc(C(C(=O)NC2CCCCC2)N(C(=O)CCl)c2ccc(Cl)cc2)cc1 (configuration not stated) under BAZ2B block: 9%
Reading for CS(=O)(=O)N(CC(=O)N1CCCCCC1)c1ccccc1 under Pol iota inh: 6%
